PPARg SRC-1 ag – agonists of human PPARgamma SRC-1 coactivator recruitment; 0.41% of 200,000 active; PPARgamma-SRC-1 coactivator recruitment biochemical assay; AID 631; activation, % at 8 µM; in the data active = activation above about 19%;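 also: 0% = DMSO and 100% = reference agonist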
Target sequence (P37231 whole entry, looked up): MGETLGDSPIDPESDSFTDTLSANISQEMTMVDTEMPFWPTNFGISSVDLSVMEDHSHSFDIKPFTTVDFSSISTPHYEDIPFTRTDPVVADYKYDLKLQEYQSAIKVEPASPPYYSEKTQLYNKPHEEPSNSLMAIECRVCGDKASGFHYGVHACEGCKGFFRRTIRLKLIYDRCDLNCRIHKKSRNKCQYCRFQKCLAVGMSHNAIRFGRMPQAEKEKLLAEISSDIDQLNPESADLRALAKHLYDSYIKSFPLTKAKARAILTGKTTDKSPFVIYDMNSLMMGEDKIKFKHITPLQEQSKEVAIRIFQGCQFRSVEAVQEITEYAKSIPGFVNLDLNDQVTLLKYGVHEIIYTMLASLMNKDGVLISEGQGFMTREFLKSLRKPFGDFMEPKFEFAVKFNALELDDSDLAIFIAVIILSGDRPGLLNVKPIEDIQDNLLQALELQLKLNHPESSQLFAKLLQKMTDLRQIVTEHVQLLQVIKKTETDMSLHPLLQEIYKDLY
HMGR II inh – inhibitors of class II HMG-CoA reductase from Enterococcus faecalis | purified E. faecalis HMGR, NADPH absorbance 340 nm kinetic | inhibition, % at 10 µM | 0.41% of 190,000 active;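 active = inhibition above a set limit, the median over all tested compounds plus 3 SD, cut at about 9.5% in these data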;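 also: enzyme runs in reverse so mevalonate oxidation gives rising NADPH absorbance; 0% = complete reaction with DMSO and 100% = background rate lacking mevalonate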
bIAP inh – intestinal alkaline phosphatase (bovine) inhibition; inhibition, % at 20 µM; 190,000 tested, under 10 active; AID 1019; purified bovine IAP, CDP-star luminescence, 30 min;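 active = over 50% inhibition of intestinal alkaline phosphatase at 20 µM in the single-dose screen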
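System: purified bovine intestinal alkaline phosphatase (IAP) enzyme; Input: IAP diluted 1/65,000,000 in the well; Measured by: CDP-star luminescence signal; Compound dosing: 20 µM single dose; Incubation: 30 min reaction at room temperature.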
PPARg SRC3 recr – promotes SRC-3 coactivator recruitment by human PPARgamma | biochemical PPARgamma/SRC-3 coactivator recruitment assay | 0.26% of 200,000 active | activation, % at 8 µM | P37231; in the data active = activation above about 23%;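 also: 0% = DMSO and 100% = reference agonist; some compounds past the cut are filed as inactive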
TNAP act hi DEA – TNAP (human) activation, high acceptor; P05186; AID 1136; purified TNAP, CDP-star luminescence, 1 M DEA, 30 min; stronger effect = higher value; 0 = EDTA background, 1 = DMSO-only activity; activation factor at 20 µM; 200,000 tested, under 10 active;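 active = activation factor at least 2 at 20 µM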
Target sequence (P05186 whole entry, looked up): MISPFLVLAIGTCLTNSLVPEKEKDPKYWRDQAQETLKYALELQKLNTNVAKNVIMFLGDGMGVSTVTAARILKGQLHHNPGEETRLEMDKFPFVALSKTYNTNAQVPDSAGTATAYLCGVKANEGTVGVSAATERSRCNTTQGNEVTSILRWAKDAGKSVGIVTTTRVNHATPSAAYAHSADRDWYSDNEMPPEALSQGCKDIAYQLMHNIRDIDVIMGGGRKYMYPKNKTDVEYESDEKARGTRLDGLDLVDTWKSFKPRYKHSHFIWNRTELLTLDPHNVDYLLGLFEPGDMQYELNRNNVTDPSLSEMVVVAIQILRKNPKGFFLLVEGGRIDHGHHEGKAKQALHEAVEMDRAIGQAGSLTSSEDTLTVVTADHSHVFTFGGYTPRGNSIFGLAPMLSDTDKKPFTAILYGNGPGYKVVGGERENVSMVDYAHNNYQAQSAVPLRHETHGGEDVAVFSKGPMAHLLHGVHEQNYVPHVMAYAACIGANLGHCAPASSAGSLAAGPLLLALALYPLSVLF
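Control set: EDTA negative control, DMSO positive control / Assay system: human TNAP / Quantity: TNAP 1/800 final / Evaluation: TNAP activation factor scaled between EDTA and DMSO control wells / Measured by: luminescent substrate turnover signal / Compound dosing: one dose, 20 µM / Times: 30 min enzyme reaction at room temperature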
SRC2 TRFRET art – TR-FRET artefact, counter-screen to PPARgamma/SRC-2 agonist assay; stronger effect = higher value; TR-FRET ratio at 8 µM; 0.4% of 200,000 active; in the data active = TR-FRET ratio above about 2000; also: inactives centre near 1500
bIAP act – increases bovine intestinal alkaline phosphatase activity; purified bovine IAP, CDP-star luminescence, 30 min; stronger effect = higher value; fold of DMSO-control signal, blank-subtracted; activation factor at 20 µM; 0.17% of 200,000 active;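 active = activation factor of 2 or more at 20 µM, a signal rise over negative controls twice the positive control's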
TNAP inh hiacc – blocks human TNAP under high phosphate acceptor concentration | AID 1135 | inhibition, % at 20 µM | purified TNAP, CDP-star luminescence, 1 M DEA | P05186 | 0.03% of 200,000 active;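 active = over 50% inhibition of tissue-nonspecific alkaline phosphatase at 20 µM in the single-dose screen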;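 also: plate controls were DMSO wells for no effect and EDTA-quenched wells as full inhibition for full effect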
PPARg SRC-2 ag – agonists of SRC-2 recruitment by human PPARgamma | PPARgamma LBD-SRC-2 recruitment, biochemical | activation, % at 8 µM | 0.34% of 200,000 active | AID 1032; in the data active = activation above about 22%;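 also: 0% = vehicle and 100% = reference agonist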
TNAP inh no acc – TNAP (human) inhibition, acceptor-free conditions | P05186 | purified TNAP, CDP-star luminescence, 30 min | inhibition, % at 20 µM | 0.26% of 200,000 active;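 active = tissue-nonspecific alkaline phosphatase inhibition above about 50% at 20 µM in the single-dose screen, limit read from the data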;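 also: 0% = DMSO negative control and 100% = EDTA positive control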
Starred values were filed as active, the others as inactive; nt = not tested or not shown; & = joins results of further samples.

compound	TNAP inh no acc	HMGR II inh	PPARg SRC-1 ag	bIAP act	PPARg SRC3 recr	TNAP inh hiacc	bIAP inh	PPARg SRC-2 ag	TNAP act hi DEA	SRC2 TRFRET art
CC1CCC(NCC(=O)Nc2cccc(S(N)(=O)=O)c2)CC1 (stereo not drawn)	-10.8	-8.6	-0.2	1	3.0	3.6	4.4	-1.1	1	1727
O=C(O)c1cc([N+](=O)[O-])ccc1NCc1ccccc1	-6.7	-0.5	-3.5	0.9	1.6	1.1	13.5	-5.2	1	1526
O=C(Cc1cccc2ccccc12)Nc1nnc(-c2cccc([N+](=O)[O-])c2)s1	-4.5	0.5	-6.7	0.9	2.0	-3.9	8.5	-8.0	1	1393
C/C(N)=C(/C#N)C(=O)CSc1cc(Cl)ccc1Cl	13.8	0.4	1.7	1.2	-4.7	-1.9	-16.0	5.0	1	1561
O=C(Cn1nnc2ccccc2c1=O)Nc1cccc(S(=O)(=O)N2CCOCC2)c1	-4.9	-2.0	5.8	1.1	3.9	-7.6	-8.4	8.7	1.1	1491
CCCCOc1ccc(C2C(C(=O)c3ccc(C)o3)=C(O)C(=O)N2CC2CCCO2)cc1 (stereo not drawn)	-3.2	0.2	6.5	1	7.1	-3.3	0.9	-2.5	1	1698
CCc1ccc(NC(=O)N(CCN2CCOCC2)Cc2ccc3c(c2)CCCN3CC)cc1	-9.0	-3.8	-5.7	1.1	0.3	-5.4	-6.7	0.9	1.1	1496
CCOc1ccc(-n2c(N)c(C(=O)NCc3cccnc3)sc2=S)cc1	-10.6	-0.2	3.5	0.9	8.3	-4.5	11.2	-4.6	1	1607
Cc1cc(-c2ccccc2C(=O)NCc2ccccc2)on1	-10.1	-4.6	0.0	1	5.3	-1.7	-2.2	3.2	1	1558
CCCNC(=O)c1c(Cl)cnn1-c1ccc(C)cc1	-12.9	0.8	-0.9	1	1.5	-8.6	3.1	-2.0	1.1	1424
COc1ccc(C2N(c3ccc(Cl)cc3)N=C(C(C)=O)N(C)N2C(C)=O)cc1 (stereo not drawn)	5.9	1.4	4.3	1.1	-1.8	-2.1	-9.6	-10.1	1	1564
O=C(CCl)N(c1ccccc1)c1ccccc1	-11.2	1.7	10.5	0.8	3.1	-5.8	16.5	8.6	1.1	1559
Cc1ccc(C)c(C(=O)CC2(O)C(=O)N(C)c3ccccc32)c1 (stereo not drawn)	-6.0	-4.0	0.0	1	-4.2	-2.1	3.8	-2.3	1	1523
CN(C)c1c(N)c(=O)oc2ccccc12	-4.3	-3.6	-0.8	1	5.5	-3.9	-0.8	11.3	1	1701
CCCCCN(C(=O)NC(=O)NCCCC)S(C)(=O)=O	-13.9	-1.9	4.0	0.9	-7.1	-7.7	10.4	1.4	1.1	1445
CN1CCN(C2=Nc3ccccc3Oc3ccc(Cl)cc32)CC1	-6.7&-4.5	-14.3&3.2	7.5&-10.0	1.3&1.1	6.1&1.0	-0.3&-5.8	-33.7&-13.8	2.5&9.7	1&1.1	1579&1388
N#CC1=C(N)OC2=C(CC/C2=C\c2ccccc2)C1c1ccccc1 (stereo not drawn)	14.2	0.2	2.5	0.8	1.1	2.3	22.4	11.2	1	1461
Cc1nc2ccccc2c(=O)n1NC(=O)C1CCCCC1	-4.9	-3.7	1.4	1	3.9	-0.6	4.4	4.7	1	1501
Cc1nnc(SCc2ccc(C(=O)O)cc2)s1	-17.9	-1.6	-0.7	0.9	1.3	-3.2	9.4	9.6	1	1552
CC1=C(C(=O)OCc2ccccc2)C(c2cccs2)N2C(=O)CCSC2=N1 (stereo not drawn)	-8.9	2.0	2.6	1.1	-2.7	-1.2	-7.3	-6.1	1	1527
COCCCNC(=O)Cn1cc2c(n1)CCC(C)C2 (stereo not drawn)	-3.1	2.8	-2.7	0.9	0.2	6.9	11.3	-4.4	0.9	1705
CCc1nnc(NC(=O)CSc2nc(C)c3c(c2C#N)CCCC3)s1	-11.6	-0.6	2.2	1	0.5	-2.3	2.9	3.3	1	1693
CCOc1ccccc1Oc1ccc(C(F)(F)F)cn1	-12.4	-7.3	-2.3	1	-2.3	-1.5	1.4	5.9	1	1442
Cc1sc2nc(CN3CCN(S(=O)(=O)c4cccc5nonc45)CC3)[nH]c(=O)c2c1C	-9.3	1.6	0.9	0.9	8.6	-1.3	6.6	-4.0	1	1526
COc1ccc(-c2cc(C(=O)O)c3ccccc3n2)c(OC)c1	-6.1	-2.7	3.2	0.9	-3.8	3.8	12.4	-0.9	1	1395

The list goes on; it opens with the two that closed the last part.
compound	TNAP inh no acc	HMGR II inh	PPARg SRC-1 ag	bIAP act	PPARg SRC3 recr	TNAP inh hiacc	bIAP inh	PPARg SRC-2 ag	TNAP act hi DEA	SRC2 TRFRET art
Cc1sc2nc(CN3CCN(S(=O)(=O)c4cccc5nonc45)CC3)[nH]c(=O)c2c1C	-9.3	1.6	0.9	0.9	8.6	-1.3	6.6	-4.0	1	1526
COc1ccc(-c2cc(C(=O)O)c3ccccc3n2)c(OC)c1	-6.1	-2.7	3.2	0.9	-3.8	3.8	12.4	-0.9	1	1395
CCOC(=O)C1=C(C)NC(C)=C(C(=O)OCC)C1c1nc2ccccc2[nH]1	nt	nt	3.9	nt	8.2	nt	nt	4.0	nt	1554
COC(=O)c1cc(NC(=O)Cc2ccccc2[N+](=O)[O-])ccc1Cl	-12.5	0.3	-2.6	1	2.1	-1.7	0.4	-1.0	1	1739
COC(=O)c1c(NC(=O)COC(=O)[C@@H](NS(=O)(=O)c2ccccc2)C(C)C)sc2c1CCC2	10.8	-1.0	-8.8	0.9	-4.6	-0.8	9.2	2.5	1	1503
Fc1ccc(-c2cc3nc4c(c(N5CCOCC5)n3n2)CCCC4)cc1	-13.1	2.8	11.7	1	-0.5	-7.9	1.7	-5.3	1.1	1534
CCOC(=O)c1csc(NC(=O)c2ccc(OCC)cc2)n1	-5.2	3.3	8.1	1	-1.4	-2.0	-3.3	-1.4	1	1454
O=C(NC(=S)Nc1cccc(C(F)(F)F)c1)c1csnn1	0.8	-1.6	6.6	0.9	9.5	-0.9	7.6	17.4	1	1611
COc1ccc2nc(NC(=O)CCNS(=O)(=O)c3ccc4c(c3)oc(=O)n4C)sc2c1	-0.9	-3.3	3.4	1.1	-5.7	1.3	-11.8	-10.3	1	1441
COC(=O)c1cc(OC)c(OC)cc1NC(=O)c1oc2ccccc2c1C	nt	nt	-0.7	nt	3.3	nt	nt	-2.5	nt	1564
COCCOc1cc(NC(=O)c2ccccc2)c(Cl)cc1Cl	3.3	5.1	-1.1	1	-2.0	-6.6	-2.0	2.8	1.1	1534
CCC(C)n1cnc2c(c1=O)c1nc3ccccc3nc1n2Cc1ccc(OC)cc1 (stereo not drawn)	-3.3	2.9	-0.6	0.9	4.6	-0.9	6.3	0.1	1	1555
NC(=O)c1cccnc1Oc1cccc(Cl)c1	-7.4	-5.0	2.5	0.9	6.0	1.9	7.2	5.3	1	1667
COc1ccc(CCNC(=O)c2cc(-c3ccccc3)on2)cc1OC	-8.2	-9.2	3.5	1	-2.8	-2.6	3.9	4.6	1	1469
NC(=O)CSc1nnc(-c2cccnc2)n1Cc1ccccc1	-6.1	-0.1	-0.5	0.9	8.9	-0.4	12.3	2.3	1	1610
O=C(CN(c1ccc(F)cc1)S(=O)(=O)c1ccccc1)NCCSC1CCCCC1	-7.8	3.4	-10.1	0.5	-4.3	-6.7	nt	-5.6	1.1	1531
O=C(Cn1cnc2cc([N+](=O)[O-])ccc2c1=O)Nc1ccc2c(c1)CCC2	-16.6	-5.3	4.9	0.9	-7.5	-3.9	10.8	-2.8	1	1267
CCOC(=O)CC(NC(=O)c1ccc(C)cc1)c1ccc(OC)cc1 (stereo not drawn)	-14.6	3.8	-4.2	0.9	-0.8	-4.8	8.2	2.3	1	1434
CC(=O)Nc1ccc(S(=O)(=O)NC2(C(F)(F)F)NC(=O)N(C3CCCC3)C2=O)cc1 (stereo not drawn)	-5.1	0.2	1.2	0.9	6.8	-2.4	7.7	-4.6	1	1586
COc1cc(OC)cc(C(=O)Nc2ccc(S(=O)(=O)Nc3cc(C)on3)cc2)c1	-0.6	-7.0	-5.6	1.1	-1.0	-4.4	-10.7	-0.3	1	1404
CC(=O)Nc1nnc(C2=COCCO2)o1	-16.3	10.5*	0.6	1.2	3.9	-2.7	-22.3	5.7	1	1524
COc1ccc(CC(=O)NC(=S)Nc2ccc(S(N)(=O)=O)cc2)cc1	-6.1	3.0	0.5	0.8	-5.3	-3.5	24.5	-1.6	1	1783
Cc1ccc(C(=O)NCc2ccccn2)o1	-7.9	-5.7	0.9	0.9	-0.5	-0.3	7.0	-1.7	1	1400
Cc1n[nH]c(=O)nc1N/N=C/c1ccc(O)c([N+](=O)[O-])c1	6.9	2.0	-6.3	0.8	-3.0	9.4	18.4	7.3	0.9	1615
COc1ccc(NC(=O)c2ccc(CNS(=O)(=O)c3cccc(OC)c3)cc2)cc1	-3.8	-0.7	1.0	0.9	-0.8	1.4	7.8	-2.5	1	1542
O=C(COC(=O)c1ccc(S(=O)(=O)NCc2ccco2)cc1)NCCC1=CCCCC1	-1.1	-4.7	0.5	1	4.2	-3.8	1.2	4.8	1	1533
CCCN1C(=O)C2(C(C(=O)c3ccc(C)o3)=C(O)C(=O)N2CCCN2CCOCC2)c2ccccc21 (stereo not drawn)	-11.0	-0.8	-0.5	0.9	8.5	-1.1	6.6	17.7	1	1615

In another format: 2 of the compounds above
Below each compound: TNAP inh no acc | HMGR II inh | PPARg SRC-1 ag | bIAP act | PPARg SRC3 recr | TNAP inh hiacc | bIAP inh | PPARg SRC-2 ag | TNAP act hi DEA | SRC2 TRFRET art
> O=C(NC(=S)Nc1cccc(C(F)(F)F)c1)c1csnn1
  0.8 | -1.6 | 6.6 | 0.9 | 9.5 | -0.9 | 7.6 | 17.4 | 1 | 1611
> COc1ccc2nc(NC(=O)CCNS(=O)(=O)c3ccc4c(c3)oc(=O)n4C)sc2c1
  -0.9 | -3.3 | 3.4 | 1.1 | -5.7 | 1.3 | -11.8 | -10.3 | 1 | 1441

Quoted from the listing:
COc1ccc(CC(=O)NC(=S)Nc2ccc(S(N)(=O)=O)cc2)cc1 – bIAP act: 0.8
CCOC(=O)c1csc(NC(=O)c2ccc(OCC)cc2)n1 – PPARg SRC3 recr: -1.4
CCC(C)n1cnc2c(c1=O)c1nc3ccccc3nc1n2Cc1ccc(OC)cc1 (stereo not drawn) – bIAP act: 0.9

The listing continues:
compound	TNAP inh no acc	HMGR II inh	PPARg SRC-1 ag	bIAP act	PPARg SRC3 recr	TNAP inh hiacc	bIAP inh	PPARg SRC-2 ag	TNAP act hi DEA	SRC2 TRFRET art
CCNC(=O)COC(=O)Cc1ccc(Cl)cc1Cl	-13.3	3.2	0.8	1	2.8	-4.5	1.8	3.5	1	1714
CC1=C(C(=O)NC(C)C)C2(CCC(C)CC2)OC1=O (stereo not drawn)	-5.1	0.0	1.2	1	13.1	-1.6	4.4	8.3	1	1646
O=C1CCCC2=C1C(c1cccs1)CC(=O)N2c1ccc(F)cc1 (stereo not drawn)	-15.6	-1.0	4.3	1	2.9	-3.2	-2.0	1.9	1	1480
Cc1cc(-c2ccccc2)nc(SCc2ccc(C(=O)O)o2)n1	-17.5	-3.9	-5.6	1	9.6	-6.0	-0.9	-0.1	1.1	1355

High-throughput results (PubChem BioAssay)
